Hsp70 act = transcriptional activators of Hsp70 | HeLa Hsp70 promoter luciferase reporter, luminescence; scaled: vehicle 0, proteasome-inhibitor control 100% | activation, % at 10 µM | hit rate 0.04% among 200,000 | AID 1203;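 active = activation above the mean across all tested compounds plus 3 SD, cutoff set per campaign, cut at about 5.5% in these data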;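 note: 100% = MG132 at 30 µM as the positive control and 0% = DMSO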
STAT3 inh = reduces IL-6 driven STAT3 reporter signal. U3A cells, IL-6 STAT3-luciferase reporter, luminescence; host cell line lacks STAT1. inhibition, % at 5.5 µM. hit rate 0.89% among 190,000;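 active = inhibition above the mean inhibition across all screened compounds plus 3 SD, cut at about 44% in these data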;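 note: 0% = DMSO only wells and 100% = 100 µM nifuroxazide control wells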
APP 5'UTR act = activates APP 5'UTR luciferase reporter. SH-SY5Y APP 5'UTR luciferase reporter, luminescence; zero percent = DMSO vehicle wells. hit rate 1% among 190,000. activation, % at 2 µM;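 active = activation above a set limit, based on mean plus 3 SD of controls, cut at about 140% in these data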; note: values of inactives mirror those of a sister screen read the other way
STAT1 activator = increases IFN-gamma driven STAT1 reporter signal | NIH 3T3 STAT1-luciferase reporter, luminescence; 100% = IFN-gamma alone, no compound | activation (% of control), % at 5.5 µM | hit rate 2.6% among 200,000;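 active = activation above the screen-wide mean activation plus 3 SD, cut at about 130% in these data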;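 note: raw ratio to IFN-gamma control signal so 100% means no change and 0% no light; values of inactives mirror those of a sister screen read the other way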
STAT3 act = increases IL-6 driven STAT3 reporter signal; U3A cells, IL-6 STAT3-luciferase reporter, luminescence; 100% = signal with IL-6 EC80 alone; hit rate 0.91% among 190,000; activation (% of control), % at 5.6 µM;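 active = activation above the screen-wide mean of compound activation plus 3 SD, cut at about 130% in these data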;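 note: 0% = background luminescence of wells with medium and substrate only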
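Material: STAT3-luciferase reporter U3A cells. Controls: IL-6-treated wells, 100% activation. Read-out: % activation versus median of IL-6-stimulated wells. Probe or stimulus: IL-6 stimulus at 33 ng/mL final. Timing: compound 1 h, then IL-6 6 h at 37 °C. Signal: reporter luminescence signal.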
RAM inhibit = yeast RAM network inhibition | S. cerevisiae dse1pr::URA3 reporter, 5-FOA growth OD615, 2 d; analog-sensitive cbk1-as2 kinase mutant strain | inhibition, % at 50 µM | hit rate 1.8% among 190,000 | AID 868;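 active = inhibition above a set limit, 3 SD over mean compound inhibition, cut at about 8.4% in these data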;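 note: 0% = DMSO-only wells with no growth and 100% = 10 µM 1-NA-PP1 full growth; inhibition rescues growth on 5-FOA so higher OD means more RAM inhibition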
APP 5UTR inh = APP translation inhibition; SH-SY5Y APP 5'UTR-luciferase reporter, luminescence; inhibition, % at 2 µM; AID 1285; hit rate 0.82% among 190,000;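 active = inhibition above a set limit, derived from the sample mean plus 3 SD, cut at about 45% in these data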; note: values of inactives mirror those of a sister screen read the other way
FLuc inh counter = counter-screen for luciferase assay inhibitors: firefly luciferase inhibition. AID 1006. P08659. hit rate 1.5% among 200,000. inhibition, % at 10 µM. ATPLite firefly luciferase biochemical luminescence, 10 min;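 active = inhibition above about 50% when tested at 10 µM, limit read from the data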
Target sequence (P08659 whole entry, looked up): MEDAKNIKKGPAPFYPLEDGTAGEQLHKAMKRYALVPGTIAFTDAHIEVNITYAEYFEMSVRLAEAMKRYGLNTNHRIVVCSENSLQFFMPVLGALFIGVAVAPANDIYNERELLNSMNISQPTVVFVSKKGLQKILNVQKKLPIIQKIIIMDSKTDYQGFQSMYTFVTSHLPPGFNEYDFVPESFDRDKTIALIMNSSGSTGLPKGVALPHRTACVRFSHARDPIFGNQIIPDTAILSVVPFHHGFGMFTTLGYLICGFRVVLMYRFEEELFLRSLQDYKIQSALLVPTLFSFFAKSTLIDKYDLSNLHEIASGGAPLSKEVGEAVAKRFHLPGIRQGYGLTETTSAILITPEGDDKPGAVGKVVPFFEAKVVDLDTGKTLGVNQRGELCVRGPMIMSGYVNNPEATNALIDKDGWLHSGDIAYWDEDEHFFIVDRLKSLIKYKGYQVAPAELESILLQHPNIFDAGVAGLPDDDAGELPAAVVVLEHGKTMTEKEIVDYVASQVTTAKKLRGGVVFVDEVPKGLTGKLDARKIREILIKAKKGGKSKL
NF-kB expr up = compounds increasing NF-kB expression in human neuronal cells; NF-kB reporter expression; hits give high values; fold change at 12.5 µM; hit rate 1.6% among 190,000; AID 1239; in the data active = fold change above about 3.3
STAT1 inh = inhibitors of IFN-gamma induced STAT1 signaling; NIH 3T3 STAT1-luciferase reporter, luminescence; inhibition, % at 5.5 µM; hit rate 0.35% among 200,000;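 active = inhibition above a set limit, the mean inhibition across all tested compounds plus 3 SD, cut at about 34% in these data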;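 note: 0% = IFN-gamma with DMSO and 100% = IFN-gamma with 300 µM nifuroxazide; values of inactives mirror those of a sister screen read the other way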
Active calls of the source: *; · = no result given.

Start of the data: the first 5 compounds, ahead of the listing:
SMILES	Hsp70 act	STAT3 inh	APP 5'UTR act	STAT1 activator	STAT3 act	RAM inhibit	APP 5UTR inh	FLuc inh counter	NF-kB expr up	STAT1 inh
O=C(NCCc1ccccc1)c1ccc(NC2=NC3CS(=O)(=O)CC3S2)cc1 (configuration not stated)	0.5	7.6	-12.7	101.9	101.1	3.9	12.7	-3.5	1.1	-2.1
CC(Oc1ccccc1)C(=O)NC1CCN(Cc2ccccc2)CC1 (configuration not stated)	0.6	8.0	-3.5	103.0	96.8	1.6	3.5	0.3	1.07	-3.2
CCCOC(=O)Nc1ccc(S(=O)(=O)Nn2cnnc2)cc1	0.0	-0.7	1.1	94.7	104.9	-0.4	-1.1	-5.4	1.09	5.8
COc1cc2c(cc1OC)C(c1cccnc1)CC(=O)N2 (configuration not stated)	-0.3	1.7	-14.8	100.3	102.9	3.3	14.8	-4.9	1.43	-0.3
CC(=O)Nc1ccc(S(=O)(=O)NNC(=O)COc2cccc(C)c2)cc1	-0.1	8.8	2.2	105.4	99.0	4.3	-2.3	-6.6	0.96	-6.0

The whole of this part (from the top)
SMILES	Hsp70 act	STAT3 inh	APP 5'UTR act	STAT1 activator	STAT3 act	RAM inhibit	APP 5UTR inh	FLuc inh counter	NF-kB expr up	STAT1 inh
O=C(NCCc1ccccc1)c1ccc(NC2=NC3CS(=O)(=O)CC3S2)cc1 (configuration not stated)	0.5	7.6	-12.7	101.9	101.1	3.9	12.7	-3.5	1.1	-2.1
CC(Oc1ccccc1)C(=O)NC1CCN(Cc2ccccc2)CC1 (configuration not stated)	0.6	8.0	-3.5	103.0	96.8	1.6	3.5	0.3	1.07	-3.2
CCCOC(=O)Nc1ccc(S(=O)(=O)Nn2cnnc2)cc1	0.0	-0.7	1.1	94.7	104.9	-0.4	-1.1	-5.4	1.09	5.8
COc1cc2c(cc1OC)C(c1cccnc1)CC(=O)N2 (configuration not stated)	-0.3	1.7	-14.8	100.3	102.9	3.3	14.8	-4.9	1.43	-0.3
CC(=O)Nc1ccc(S(=O)(=O)NNC(=O)COc2cccc(C)c2)cc1	-0.1	8.8	2.2	105.4	99.0	4.3	-2.3	-6.6	0.96	-6.0
COCCOC(=O)C1=C(C)N(c2ccccc2)C(=S)NC1c1ccccc1C(F)(F)F (configuration not stated)	-0.1	11.7	23.7	92.2	96.9	3.2	-23.7	-4.9	1.21	8.5
O=c1c2cc(NC(=S)N3CCCC3)ccc2nc2n1CCCCC2	0.1	3.6	5.2	101.7	98.5	0.1	-5.2	-7.4	0.86	-4.4
CCOC(=O)c1c(NC(=O)CSc2nnc(C)c(=O)[nH]2)sc2c1CCCC2	-0.4	-1.2	2.6	102.6	102.0	0.1	-2.6	-9.1	0.94	-4.9
CCN(CC)c1nc(Nc2ccccc2)nc(Oc2ccc(=O)n(C)n2)n1	-0.2	20.4	1.4	79.1	86.6	3.2	-1.4	-4.8	1.02	23.5
N#CCCN1CCN(CCC#N)CC1	0.2	1.3	-3.0	101.3	102.7	1.3	3.0	-4.8	0.9	-1.5
CCOc1ccc(CNC(=S)N/N=C/c2ccc(OC)c(OC)c2)cc1	-0.3	-4.2	-22.9	104.5	105.4	2.0	22.9	-2.2	1.09	-5.0
O=C(O)Cc1ccc(C(=O)c2ccccc2F)s1	-0.6	7.1	-3.8	96.6	99.8	-0.1	3.8	-3.5	1.04	3.6
COCCn1c(=NC(=O)c2ccc(S(=O)(=O)N3CCCc4ccccc43)cc2)sc2cc(S(C)(=O)=O)ccc21	-0.4	-5.4	24.2	99.9	102.2	5.5	-24.2	1.9	1.53	2.5
c1cncc(CSc2ccc(-c3cccs3)nn2)c1	-0.2	4.6	50.4	123.7	96.7	-0.2	-50.4	47.3	2.21	-24.6
CC(SC(=S)N(C)Cc1cccs1)C(=O)O (configuration not stated)	-0.1	-7.0	16.2	91.7	106.3	0.5	-16.2	-3.8	1.12	9.3
Cc1ccc(-n2c(C)nn(CCOc3ccccc3)c2=O)cc1	-0.4	-7.4	58.0	133.5*	110.4	0.2	-58.0	-5.3	2.23	-40.1
O=C(Nc1cccc(-c2nc3cccnc3s2)c1)C1c2ccccc2Oc2ccccc21	0.3	10.9	-18.1	114.4	90.5	7.9	18.1	-5.3	1.33	-15.9
O=S(=O)(NC(=NCc1ccccc1)c1ccc(F)cc1)c1ccc(Cl)cc1	-0.1	-1.5	19.1	87.9	108.3	3.5	-19.1	-10.0	1.22	11.8
CCOC(=O)Cn1c(=O)c2c(nc3n2CCS3)n(C)c1=O	-0.5	8.5	5.7	99.5	100.3	0.6	-5.7	-5.1	1.32	0.6
CCOC(=O)N1CCN(CCC(=O)Nc2ccc(OC(F)(F)F)cc2)CC1	-0.1	4.2	-10.4	99.6	101.5	-0.9	10.4	-12.1	1.2	0.4
CN(C)C=NC(=O)c1cc(C(=O)c2ccc(Cl)cc2Cl)c[nH]1	-0.2	7.0	14.3	88.5	98.1	3.2	-14.3	-1.5	1.28	9.5
Cc1ccc(C(=O)N2CCN(C(=O)CN3CCOCC3)C2)cc1	-0.3	4.9	-15.3	99.3	101.3	0.3	15.3	-3.5	1.07	1.3
CCOc1ccc(Nc2nc(Cc3nnc(SCC(=O)c4ccc(C)cc4)o3)cs2)cc1	-0.4	4.2	2.6	99.4	96.5	3.5	-2.6	-8.6	1.19	0.3
Cc1nc2sc(C(c3ccc(Cl)cc3)N3CCOCC3)c(O)n2n1 (configuration not stated)	-0.4	-1.6	23.6	98.6	103.0	1.6	-23.6	-2.7	1.03	1.6
CCS(=O)(=O)N1CCC(C(=O)NCc2ccc3c(c2)OCO3)CC1	-0.2	4.9	7.8	102.0	97.8	0.8	-7.8	0.9	1.67	-3.8
CC1C2CC(C(S(=O)(=O)N3CCOCC3)C2=O)C1(C)C (configuration not stated)	0.0	8.2	22.0	104.6	96.5	1.6	-22.0	1.5	1.2	-5.1
Cc1ccc(Cn2nnc3c(=O)[nH]c(C4CCN(S(=O)(=O)c5ccc(C)cc5)CC4)nc32)cc1	-0.4	-4.9	-15.2	111.9	104.0	3.3	15.2	-4.3	0.78	-9.4
CC(=O)Nc1nonc1-c1nc2ccccc2n1CC1CC1	-0.2	22.4	5.4	89.0	84.8	3.1	-5.4	-2.4	1.02	12.0
CCOc1ccccc1NC(=O)CCCn1cc([N+](=O)[O-])cn1	0.0	-1.0	-0.5	93.5	101.9	0.9	0.5	2.1	1.21	5.6
CCOc1cc(C)c(Cl)cc1S(=O)(=O)N(C)C	-0.3	3.0	19.6	95.2	101.6	1.8	-19.6	-6.1	0.8	5.3
CC(C)=CCCC1=CCC(/C(C)=N/NC(N)=O)CC1 (configuration not stated)	-0.2	16.5	-2.3	97.8	94.5	0.8	2.3	-0.8	1.12	2.4
O=C(CSc1nnnn1-c1ccccc1)Nc1ncc2c(n1)CC(c1ccco1)CC2=O (configuration not stated)	-0.3	15.7	7.5	93.9	92.8	0.7	-7.5	-3.6	1.29	6.7
CC(C)OP(=O)(c1ccc(N(C)C)cc1)C(O)c1ccncc1 (configuration not stated)	0.2	6.4	-3.2	106.6	100.1	0.4	3.2	-6.4	1.07	-7.2
Cc1cc(C)cc(OCC(=O)OCCN2C(=O)c3ccccc3C2=O)c1	-0.3	5.7	9.0	104.4	101.1	2.1	-9.0	-1.1	1.3	-4.8
Cc1[nH]c2ccccc2c1C(C[N+](=O)[O-])c1ccco1 (configuration not stated)	0.0	-20.2	-14.2	84.0	118.6	1.8	14.2	-4.5	0.9	16.7
CCCN1C2CCCC1CC(NC(=O)c1ccccc1OCC)C2 (configuration not stated)	-0.2	-20.6	-5.5	100.0	126.0	0.4	5.5	-4.2	1.11	0.0
CC1(C)OC(=O)C(=CNC(CCC(N)=O)C(=O)O)C(=O)O1 (configuration not stated)	-0.2	-0.1	28.9	102.1	101.7	2.0	-28.9	-7.2	0.98	-2.2
COc1ccc(NC(=O)c2cccnc2Nc2ccccc2)cc1	-0.4	24.7	·	102.1	84.0	2.3	·	-5.0	0.95	-2.2
CCOC(=O)C/C(C)=N/NC(=O)COc1ccccc1C	-0.5	8.3	3.4	94.0	97.2	0.9	-3.4	-9.5	1.27	6.6
C=CCn1c(-c2ccccc2)c[nH]c1=S	0.0	5.9	19.1	115.4	96.8	-0.9	-19.1	22.8	2.23	-16.6
CCSc1nnc(NC(=O)c2c(-c3ccccc3Cl)noc2C)s1	-0.4	5.2	-6.4	99.7	99.0	3.1	6.4	3.1	1.03	0.4
COc1ccc(S(=O)(=O)N2CCC(C(N)=O)CC2)cc1	-0.2	-6.2	-2.3	109.2	109.1	·	2.3	·	·	-10.1
C/C(=C\C(=O)O)C12CC3CC(CC(C3)C1)C2	-0.2	-2.7	-15.2	100.7	102.1	2.9	15.2	0.4	1.13	-2.4
CCN(CC)c1ccc(NC(=O)COc2ccc(C)cc2)cc1	-0.6	8.9	1.8	98.6	98.7	·	-1.8	-6.9	·	1.5
Cc1ccc(C(=O)N2CCN(C(=O)CN3CCCC3)C2)cc1	-0.3	6.4	-10.7	101.0	97.1	0.1	10.7	-2.5	1.32	-1.1
CCCCN(CC)CCNc1c(NC2CCN(C(=O)OCC)CC2)c(=O)c1=O	0.0	0.8	9.7	97.9	106.8	1.3	-9.7	-9.7	0.9	2.3
CNC(=O)COC(=O)c1ccc(-c2nc3ccccc3s2)s1	-0.3	4.5	23.1	117.5	95.1	3.8	-23.1	80.8*	2.75	-19.1
Cc1ccc(NC(=O)CN2CCCN(S(=O)(=O)c3ccc(Br)s3)CC2)cc1	-0.2	-1.0	-6.8	92.3	107.0	-0.3	6.8	-5.8	0.96	8.3
Cc1cc(C(=O)CN2C(=O)NC(C)(c3ccccc3)C2=O)c(C)n1CC1CCCO1 (configuration not stated)	-0.3	3.4	7.4	94.3	96.6	0.9	-7.4	5.5	0.64	6.3
COc1ccc(C(=O)n2nnc3ccccc32)cc1OC	-0.4	1.9	-5.9	96.6	101.6	0.8	5.9	-2.2	0.93	3.7
CC(NC(=O)/C(C#N)=C/c1cn[nH]c1-c1ccccc1)c1ccccc1 (configuration not stated)	-0.1	5.1	-7.7	83.6	101.7	2.5	7.7	-1.9	1.1	18.2
COc1ccc(NC(=S)N(CCCN2CCOCC2)Cc2ccccn2)cc1	-0.1	11.5	1.7	96.1	100.1	0.8	-1.7	-1.1	1	3.5
COC(=O)c1cccc(NC(=O)CCc2cc(OC)c(OC)c(OC)c2)c1	-0.2	2.3	3.8	96.1	98.0	1.4	-3.8	3.6	0.73	4.4
Cc1cccc(N2CCN(C(=O)CN3CCOc4ccccc43)CC2C)c1 (configuration not stated)	-0.4	21.1	1.2	95.3	89.2	1.1	-1.3	-9.3	0.92	5.2
Cc1ccc(NC(=O)CSc2nnc(CCNC(=O)OC(C)(C)C)o2)c(C)c1	-0.1	1.3	-15.2	103.2	104.1	-0.3	15.2	1.0	0.92	-3.5
CCOc1ccccc1NC(=O)c1ccccc1N(C)S(C)(=O)=O	-0.2	5.6	-0.7	97.3	98.4	1.8	0.7	-1.3	1.14	3.0
Cn1c(=O)c2c(nc(Sc3ncccn3)n2Cc2ccc(Cl)cc2)n(C)c1=O	-0.3	-1.3	0.3	88.2	108.6	0.2	-0.3	-3.8	0.8	13.0

Screening results from PubChem.
